GRK2 inh = inhibitors of human GRK2 displacing RNA aptamer; P25098; bead flow cytometry, FAM-aptamer displacement from GRK2; inhibition of aptamer binding, % at 10 µM; 330,000 tested, 0.59% active; AID 488847;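 active = inhibition of aptamer binding above 40%, roughly 3 SD of noise, on plates passing a quality check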;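 note: median bead fluorescence of bound FAM aptamer so fluorescent compounds give negative values; no value below 0 was filed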
Target sequence (P25098 whole entry, looked up): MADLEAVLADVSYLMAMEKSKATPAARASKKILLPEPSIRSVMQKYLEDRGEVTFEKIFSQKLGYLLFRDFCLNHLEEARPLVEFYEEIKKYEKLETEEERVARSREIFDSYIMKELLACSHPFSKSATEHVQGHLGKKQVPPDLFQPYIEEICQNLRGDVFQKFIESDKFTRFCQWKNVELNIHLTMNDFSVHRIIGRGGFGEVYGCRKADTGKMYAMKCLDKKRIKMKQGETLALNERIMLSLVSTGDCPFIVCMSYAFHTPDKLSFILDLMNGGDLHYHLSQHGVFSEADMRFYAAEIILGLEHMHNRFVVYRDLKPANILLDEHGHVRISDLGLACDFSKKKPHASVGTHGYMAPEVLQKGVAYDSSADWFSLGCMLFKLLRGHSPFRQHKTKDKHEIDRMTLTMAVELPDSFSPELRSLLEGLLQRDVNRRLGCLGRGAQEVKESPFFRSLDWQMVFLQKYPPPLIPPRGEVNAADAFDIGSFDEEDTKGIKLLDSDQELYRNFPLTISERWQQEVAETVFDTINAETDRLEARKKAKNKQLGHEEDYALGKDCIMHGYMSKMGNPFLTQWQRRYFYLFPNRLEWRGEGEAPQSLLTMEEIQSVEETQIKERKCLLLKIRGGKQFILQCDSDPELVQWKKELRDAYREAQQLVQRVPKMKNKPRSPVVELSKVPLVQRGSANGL
MEX-5 binding = C. elegans MEX-5 TCR-2 RNA binding activity. Q9XUB2. MEX-5/FITC-TCR2 RNA binding, fluorescence polarization; stronger effect = lower value. activity score (negative = inhibition of binding), % at 10 µM. 300,000 tested, 0.38% active. AID 1832;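 active = inhibition past about -25% in most replicates, and total fluorescence under double the plate's negative control median, limit read from the data; inconclusive = replicates evenly split on the limit, or fluorescence at least double controls; inactive = too little inhibition in most replicates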;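 note: 0% = DMSO and -100% = 5 µM competing unlabeled TCR2 RNA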
CIT2 TOR yeast = alters CIT2-GFP fluorescence in TOR pathway yeast screen. S. cerevisiae CIT2-GFP strain, flow cytometry, 3 h; 100 means same as DMSO wells. GFP response vs DMSO, % at 10 µM. 320,000 tested, 0.065% active. AID 2029;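 active = GFP response relative to DMSO above a set limit, near the screen mean plus 3 SD, cut at about 150% in these data; inconclusive = Fewer than 70 cells measured for a yeast strain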;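 note: ratio of well median GFP fluorescence to mean of DMSO wells on the plate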
Fam108B inh = blocks mouse Fam108B hydrolase in RBBP9 counter-screen; recombinant Fam108B, FP-Rh probe fluorescence polarization; inhibition, % at 9.51 µM; 300,000 tested, 0.33% active; AID 1947;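 active = inhibition above the screen mean inhibition plus 3 SD, computed separately per campaign, cut at about 18% in these data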;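 note: inhibitors lower polarization as less probe binds the enzyme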
GLD-1 TGE inh = GLD-1-TGE RNA interaction inhibition (C. elegans); purified GLD-1 + fluorescein TGE RNA, fluorescence polarization; Q17339; 320,000 tested, 0.44% active; AID 2280; inhibition, % at 5.96 µM;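 active = percent inhibition above a per-plate cutoff, the plate mean of test compounds plus 3 SD, cut at about 30% in these data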;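 note: 0% = DMSO wells with GLD-1 and probe and 100% = wells lacking GLD-1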
BCLXL inh = Bcl-xL (human) inhibition; Q07817; GST-Bcl-xL / FITC-Bim BH3 peptide fluorescence polarization; inhibition, % at 10.9 µM; 320,000 tested, 0.7% active; AID 2129;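 active = inhibition above the mean of all tested compounds plus 3 SD, cutoff set per campaign, cut at about 30% in these data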;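 note: 0% = DMSO wells and 100% = unlabeled Bim-BH3 peptide competitor; inhibitors lower millipolarization by displacing the labeled peptide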
Target sequence (Q07817 whole entry, looked up): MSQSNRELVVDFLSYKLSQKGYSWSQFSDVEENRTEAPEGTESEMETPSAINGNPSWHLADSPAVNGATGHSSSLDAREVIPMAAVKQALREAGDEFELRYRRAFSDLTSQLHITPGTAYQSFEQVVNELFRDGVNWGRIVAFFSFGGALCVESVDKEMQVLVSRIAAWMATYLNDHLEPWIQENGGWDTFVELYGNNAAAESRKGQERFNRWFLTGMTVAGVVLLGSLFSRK
VLA-4 inh = inhibition in a human VLA-4 binding assay; VLA-4 expressing cells, ligand binding flow cytometry; inhibition, % (about 7 µM as worked out from the volumes in the protocol); 330,000 tested, 0.2% active; AID 2557; in the data active = inhibition above about 50%
AGP1 TOR yeast = yeast TOR pathway AGP1-GFP modulation. 320,000 tested, 0.02% active. GFP response vs DMSO, % at 10 µM. AID 2066. S. cerevisiae AGP1-GFP multiplex flow cytometry, 3 h; GFP as percent of DMSO wells;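 active = GFP response relative to DMSO above a set limit, near screen average plus 3 SD, cut at about 150% in these data; inconclusive = fewer than 70 cells counted for the yeast strain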;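 note: median GFP channel fluorescence of the gated AGP1 strain per well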
MCL1 BIM primary = MCL1-BIM-BH3 interaction inhibition (human). Q07820. GST-MCL1 / FITC-Bim-BH3 fluorescence polarization. inhibition, % at 10.9 µM. 320,000 tested, 0.68% active;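 active = inhibition above the mean inhibition of all tested compounds plus 3 SD, set per campaign, cut at about 40% in these data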;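 note: 0% = DMSO wells and 100% = unlabeled Bim-BH3 peptide control; higher means more loss of mP so more displacement of Bim peptide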
Active calls of the source: *; ? = inconclusive; · = no result given.

item	canonical_smiles	BCLXL inh	GRK2 inh	MEX-5 binding	AGP1 TOR yeast	VLA-4 inh
1	CCN1C(=O)[C@@H]2[C@@H](c3ccc(-c4ccc(OC)cc4)c(OC)c3)N3CCCC[C@@]3(C(=O)OC)[C@@H]2C1=O	-4	0	·	106	3
2	O=C(Oc1ccc(C(=S)N2CCOCC2)cc1Br)c1cc(Cl)ccc1Cl	4	0	0.0	105	18
3	Brc1ccc2ncnc(Nc3cccc4ccccc34)c2c1	3	0	1.0	89	-21
4	O=C(Nc1ccccc1)c1sc(N2CCOCC2)nc1-c1ccccc1	4	0	4.3	80	12
5	COc1ccccc1C(=O)COC(=O)c1cccc(-n2cnnn2)c1	4	0	·	106	-15
6	O=C(CCC(=O)c1ccc(F)cc1)NCC1(N2CCCCC2)CCCCC1	-4	0	·	98	-6
7	CCn1c2ccccc2c2cc(CN3CCN(C(=O)c4ccco4)CC3)ccc21	6	0	-0.9	98	20
8	CCOC(=O)c1cc2occc2n1CC(=O)NC1CCCCC1C (centres undefined)	4	0	-2.4	101	-21

item	CIT2 TOR yeast	GLD-1 TGE inh	Fam108B inh	MCL1 BIM primary
1	94	0	2	-4
2	100	5	-4	9
3	99	3	-1	-1
4	86	-1	-2	7
5	104	6	·	1
6	101	-2	·	-5
7	119	0	1	3
8	101	-9	-6	6

(list continues)
item	canonical_smiles	BCLXL inh	GRK2 inh	MEX-5 binding	AGP1 TOR yeast	VLA-4 inh
9	Cc1ccc2nc(NC(=O)c3ccc(OCC4CCCO4)cc3)sc2c1 (centres undefined)	2	0	2.1	101	-16
10	OCCC1CN(Cc2ccon2)CCN1Cc1ccccc1 (centres undefined)	2	0	-1.7	105	-2
11	COc1cc(C(=O)N2CCC(NC(=O)C(Cc3ccccc3)NC(C)=O)CC2)cc(OC)c1OC (centres undefined)	-4	0	-4.0	104	5
12	O=C(NCC(=O)N(Cc1ccco1)C(C(=O)NC1CCCCC1)c1ccncc1)c1cccs1 (centres undefined)	5	2	-0.2	103	0
13	CCCCN(CCCC)C(=O)C[n+]1cccc(/C=N/O)c1	13	0	-0.6	92	5
14	C=CCSc1nnc(NC(=O)CSc2ccccn2)s1	-2	2	·	98	18
15	CCOC(=O)N1CCN(S(=O)(=O)c2ccc(C(=O)N(CCCN(C)C)c3nc4cc(OC)ccc4s3)cc2)CC1	0	0	2.0	98	5
16	Cc1ccc(/C=N/NC(=O)CSc2ccccn2)o1	8	4	2.8	103	6

item	CIT2 TOR yeast	GLD-1 TGE inh	Fam108B inh	MCL1 BIM primary
9	99	-5	-2	-7
10	104	-1	1	5
11	102	2	-4	0
12	98	1	2	0
13	100	1	0	4
14	103	5	1	-3
15	95	4	-3	13
16	97	9	4	12

An excerpt from above, reduced to MCL1 BIM primary, VLA-4 inh and Fam108B inh:
nr	Molecule	MCL1 BIM primary	VLA-4 inh	Fam108B inh
13	CCCCN(CCCC)C(=O)C[n+]1cccc(/C=N/O)c1	4	5	0
14	C=CCSc1nnc(NC(=O)CSc2ccccn2)s1	-3	18	1

Some of the entries so far, bar-delimited:
item | SMILES | BCLXL inh | GRK2 inh | MEX-5 binding | AGP1 TOR yeast | VLA-4 inh | CIT2 TOR yeast | GLD-1 TGE inh | Fam108B inh | MCL1 BIM primary
12 | O=C(NCC(=O)N(Cc1ccco1)C(C(=O)NC1CCCCC1)c1ccncc1)c1cccs1 (centres undefined) | 5 | 2 | -0.2 | 103 | 0 | 98 | 1 | 2 | 0
13 | CCCCN(CCCC)C(=O)C[n+]1cccc(/C=N/O)c1 | 13 | 0 | -0.6 | 92 | 5 | 100 | 1 | 0 | 4

(cont.)
item	canonical_smiles	BCLXL inh	GRK2 inh	MEX-5 binding	AGP1 TOR yeast	VLA-4 inh
17	COc1ccc(C(=O)NCCn2ccc3ccccc32)cc1	13	11	-8.6	99	6
18	Cc1ccc(NC(=O)c2ccc(NC(=O)c3ccccc3)cc2)cc1C	9	0	-1.3	97	1
19	COc1cccc(C(=O)Nc2nc(-c3ccc(S(=O)(=O)N4CCOCC4)cc3)cs2)c1	8	0	-0.1	97	8
20	c1ccc(-c2cc(-c3ccccc3)ncn2)cc1	0	1	·	97	-5
21	C/C(Cn1cnc([N+](=O)[O-])n1)=N\NC(=O)c1ccncc1	2	3	3.9	96	15
22	COc1cc(OC)c(NC(=O)/C=C/C(=O)O)cc1Cl	1	1	-1.7	122	-5
23	Cc1c(NC(=O)CN2c3ccccc3CC2C)c(=O)n(-c2ccccc2)n1C (centres undefined)	1	2	·	81	-3
24	CC(=O)Nc1ccc(N2CCCC2)cc1	12	1	-1.9	94	-4

item	CIT2 TOR yeast	GLD-1 TGE inh	Fam108B inh	MCL1 BIM primary
17	104	24	-4	4
18	96	3	-5	12
19	95	3	-20	1
20	98	3	-1	1
21	90	-5	-1	9
22	112	7	1	11
23	92	8	-2	2
24	97	-7	10	12

(listing goes on)
item	canonical_smiles	BCLXL inh	GRK2 inh	MEX-5 binding	AGP1 TOR yeast	VLA-4 inh
25	N/C(=N\OCc1ccc([N+](=O)[O-])cc1)c1ccncc1	7	4	-1.4	·	-6
26	O=C1CCC(=O)N1CCSC(=S)N1CCSCC1	-1	3	-1.3	102	0
27	Cc1[nH]c2ccccc2c1C(Nc1nccs1)c1ccncc1 (centres undefined)	9	0	-0.1	100	18
28	O=S(=O)(Nc1cc(C(F)(F)F)ccc1N1CCOCC1)c1ccccc1	-1	1	-0.4	·	4
29	CN(C(=O)c1ccc([N+](=O)[O-])cc1)c1ccccc1C(=O)NCc1ccccc1	3	1	0.9	101	8
30	CC(C)CC(OC(=O)c1cccs1)C(=O)NCc1cccs1 (centres undefined)	7	4	-0.5	100	0
31	Cc1ccc2c(CN3CC(C)CC(C)C3)cc(=O)oc2c1 (centres undefined)	1	0	-1.4	100	-2
32	CC1CC1C(=O)OCC(=O)Nc1cccc(F)c1 (centres undefined)	2	4	·	97	-2

item	CIT2 TOR yeast	GLD-1 TGE inh	Fam108B inh	MCL1 BIM primary
25	?	7	-4	1
26	94	-4	-2	3
27	100	-2	4	12
28	·	5	-1	-1
29	101	-2	-1	-1
30	93	6	-1	8
31	99	-3	5	4
32	105	3	·	7

Two records picked at random from those above:
item	canonical_smiles	BCLXL inh	GRK2 inh	MEX-5 binding	AGP1 TOR yeast	VLA-4 inh
32	CC1CC1C(=O)OCC(=O)Nc1cccc(F)c1 (centres undefined)	2	4	·	97	-2
25	N/C(=N\OCc1ccc([N+](=O)[O-])cc1)c1ccncc1	7	4	-1.4	·	-6

item	CIT2 TOR yeast	GLD-1 TGE inh	Fam108B inh	MCL1 BIM primary
32	105	3	·	7
25	?	7	-4	1

Among those listed so far, these contain two or more sulfur atoms.
item	canonical_smiles	BCLXL inh	GRK2 inh	MEX-5 binding	AGP1 TOR yeast	VLA-4 inh
14	C=CCSc1nnc(NC(=O)CSc2ccccn2)s1	-2	2	·	98	18
15	CCOC(=O)N1CCN(S(=O)(=O)c2ccc(C(=O)N(CCCN(C)C)c3nc4cc(OC)ccc4s3)cc2)CC1	0	0	2.0	98	5
19	COc1cccc(C(=O)Nc2nc(-c3ccc(S(=O)(=O)N4CCOCC4)cc3)cs2)c1	8	0	-0.1	97	8
26	O=C1CCC(=O)N1CCSC(=S)N1CCSCC1	-1	3	-1.3	102	0
30	CC(C)CC(OC(=O)c1cccs1)C(=O)NCc1cccs1 (centres undefined)	7	4	-0.5	100	0

item	CIT2 TOR yeast	GLD-1 TGE inh	Fam108B inh	MCL1 BIM primary
14	103	5	1	-3
15	95	4	-3	13
19	95	3	-20	1
26	94	-4	-2	3
30	93	6	-1	8

The results go on.
item	canonical_smiles	BCLXL inh	GRK2 inh	MEX-5 binding	AGP1 TOR yeast	VLA-4 inh
33	COC(=O)CSc1nc(C)cc(C)n1	1	0	-2.3	106	3
34	CC1CCCC(C)N1/N=C/c1ccc(O)c(O)c1 (centres undefined)	8	5	-8.4	112	-1
35	COc1ccc(N2CCN(c3nc4c(c(=O)n(C)c(=O)n4C)n3Cc3ccccc3)CC2)cc1	7	0	1.2	98	-18
36	COc1ccc(C(=O)Nc2ccc(-c3ccc(C)o3)cc2)cc1S(=O)(=O)N1CCOCC1	-13	0	-0.5	102	-1
37	COc1cc2c(cc1OC)CN(C(=O)C1CCCN1S(=O)(=O)c1ccc(C)cc1)CC2 (centres undefined)	4	0	3.2	116	-9
38	O=C(N=C1SC2CS(=O)(=O)CC2N1c1ccccc1)c1cccc([N+](=O)[O-])c1 (centres undefined)	-3	0	·	100	-1
39	CSc1ccc(CNc2ccc(C)cc2)cc1	-1	1	-2.4	101	4
40	O=C1CC(NCc2ccc(F)cc2)C(=O)N1c1ccccc1 (centres undefined)	6	8	1.0	93	5

item	CIT2 TOR yeast	GLD-1 TGE inh	Fam108B inh	MCL1 BIM primary
33	99	1	-1	-4
34	115	7	3	38
35	101	8	1	4
36	·	1	3	-7
37	113	2	0	1
38	96	10	·	1
39	98	-5	-1	2
40	95	0	2	-3

Next part.
item	canonical_smiles	BCLXL inh	GRK2 inh	MEX-5 binding	AGP1 TOR yeast	VLA-4 inh
41	O=C(Nc1c[nH]c(=O)[nH]c1=O)c1cccc(F)c1	1	0	0.6	107	1
42	CCN1C(=O)C(CC(=O)Nc2ccc(F)cc2)N(CCc2ccc(OC)cc2)C1=S (centres undefined)	-1	3	-1.1	102	4
43	Cc1cc(C)n(C(=O)C(C)n2nc([N+](=O)[O-])c(Br)c2C)n1 (centres undefined)	3	3	2.2	102	3
44	CC(=O)c1c(N2CCOCC2)nc(=S)n(Cc2ccccc2)c1C	5	2	-1.1	102	-15
45	CCN(C[C@H]1N[C@@](CC)(C(=O)OC)[C@H]2C(=O)N(Cc3ccccc3)C(=O)[C@@H]12)C(=O)Nc1ccc(C)cc1	·	0	·	108	25
46	Clc1ccc(-n2cccc2/C=N/n2cnnc2)cc1	-3	0	2.9	101	7
47	CCCCc1ccc(NC(=S)N2CCN(c3ccccn3)CC2)cc1	8	1	-1.2	103	0
48	O=C(Nc1sc2c(c1C(=O)O)CCC2)C(=O)N1CCOCC1	7	5	-4.9	111	7
49	CCOC(=O)c1c(N)nn(C(=O)C(C)C)c1-c1ccc(OC)cc1	2	3	0.9	110	7
50	Cc1cccc(C(=O)N/N=C/c2ccoc2)c1	4	10	5.2	98	-5
51	Cc1[nH]oc(=O)c1N=Nc1c(Cl)cccc1Cl	1	0	-0.9	115	4

item	CIT2 TOR yeast	GLD-1 TGE inh	Fam108B inh	MCL1 BIM primary
41	103	0	0	7
42	105	-3	1	-1
43	96	4	0	-1
44	105	3	-2	7
45	111	-7	·	·
46	97	1	4	-2
47	109	12	-2	17
48	109	-4	6	32
49	106	5	-3	12
50	93	0	0	6
51	96	-1	3	3

Compound activity deposited in PubChem BioAssay by several laboratories.

Rows are unselected (roughly 2.2% active in at least one column).
